BioA inh: blocks M. tuberculosis BioA enzyme activity | purified M. tuberculosis BioA enzyme, plate reader | inhibition, % at 9.99 µM | hit rate 0.096% among 360,000; in the data active = inhibition above about 40%
The depositor's hits bear a star.

#	compound	BioA inh
1	Cc1cc(C(=O)Nc2cccc3c2O[C@@H](CN(C)Cc2ccc(C(=O)Nc4ccccc4N)cc2)[C@H](C)CN([C@H](C)CO)C3=O)n(C)n1	0.0
2	O=C(C[C@@H]1C=C[C@H](NC(=O)NC2CCCCC2)[C@@H](CO)O1)NCc1ccc(Cl)cc1	-0.4
3	C[C@@H]1CN([C@H](C)CO)S(=O)(=O)c2ccc(C#CC3CC3)cc2O[C@H]1CN(C)Cc1ccc(F)cc1	-1.0
4	C[C@H]1CN([C@@H](C)CO)C(=O)CCCn2cc(nn2)CO[C@H]1CN(C)C(=O)Oc1ccc2ccccc2c1	-1.5
5	C[C@H](NC(=O)C[C@H]1C[C@@H]2c3cc(N(C)C)ccc3O[C@@H]2[C@H](CO)O1)c1ccccc1	4.5
6	COc1ccc(CN2[C@H](CO)[C@@H]3c4ccccc4NC[C@@H]32)cc1	4.3
7	CC(C)NC(=O)Nc1ccc2c(c1)C(=O)N([C@@H](C)CO)C[C@H](C)[C@@H](CN(C)Cc1ccc(Oc3ccccc3)cc1)O2	-1.3
8	C[C@H]1CCCCO[C@@H](CN(C)Cc2ccc(C(=O)O)cc2)[C@@H](C)CN([C@@H](C)CO)C(=O)c2cc(NC(=O)Nc3ccc(C(F)(F)F)cc3)ccc2O1	2.8

Some of the entries above, set out differently:
(3) C[C@@H]1CN([C@H](C)CO)S(=O)(=O)c2ccc(C#CC3CC3)cc2O[C@H]1CN(C)Cc1ccc(F)cc1
  BioA inh: -1.0
(4) C[C@H]1CN([C@@H](C)CO)C(=O)CCCn2cc(nn2)CO[C@H]1CN(C)C(=O)Oc1ccc2ccccc2c1
  BioA inh: -1.5
(5) C[C@H](NC(=O)C[C@H]1C[C@@H]2c3cc(N(C)C)ccc3O[C@@H]2[C@H](CO)O1)c1ccccc1
  BioA inh: 4.5
(6) COc1ccc(CN2[C@H](CO)[C@@H]3c4ccccc4NC[C@@H]32)cc1
  BioA inh: 4.3

Carrying on:
#	compound	BioA inh
9	O=C(N[C@@H]1CC[C@@H](CCNC(=O)C2CC2)O[C@@H]1CO)c1ccncc1	9.0
10	C[C@H]1CN([C@@H](C)CO)C(=O)c2ccccc2-c2ccccc2CO[C@H]1CN(C)Cc1cccc(O)c1	2.4
11	CCC(=O)N1CCCCN2[C@H](CO)[C@@H](c3ccc(-c4cccc(C#N)c4)cc3)[C@H]2C1	5.4
12	O=C(CC(F)(F)F)N1C[C@H]2[C@@H](c3ccccc31)[C@@H](CO)N2Cc1cccnc1	6.6
13	C[C@@H]1CN([C@H](C)CO)C(=O)c2cc(NC(=O)Nc3ccc4c(c3)OCO4)ccc2O[C@H]1CN(C)C(=O)Nc1ccc2c(c1)OCO2	1.6
14	C[C@@H]1CN([C@@H](C)CO)S(=O)(=O)c2ccc(/C=C/c3ccccc3)cc2O[C@H]1CN(C)C(=O)NC1CCCCC1	-0.8
15	CCCN(C)C[C@H]1OCCCC[C@@H](C)Oc2ccc(NC(=O)Nc3c(C)noc3C)cc2C(=O)N([C@H](C)CO)C[C@@H]1C	-2.2
16	C[C@@H]1CN([C@@H](C)CO)C(=O)c2cc(NS(=O)(=O)c3ccccc3)ccc2O[C@@H](C)CCCCO[C@@H]1CN(C)C(=O)Nc1cccc2ccccc12	-2.2

Structural class, those above with a CF3 group (2)
#	compound	BioA inh
8	C[C@H]1CCCCO[C@@H](CN(C)Cc2ccc(C(=O)O)cc2)[C@@H](C)CN([C@@H](C)CO)C(=O)c2cc(NC(=O)Nc3ccc(C(F)(F)F)cc3)ccc2O1	2.8
12	O=C(CC(F)(F)F)N1C[C@H]2[C@@H](c3ccccc31)[C@@H](CO)N2Cc1cccnc1	6.6

Next part
#	compound	BioA inh
17	O=C(Nc1cccc(Cl)c1)N1C[C@H]2[C@@H](c3ccccc31)[C@H](CO)N2C(=O)C1CC1	1.9
18	C[C@H](CO)N1C[C@H](C)[C@H](CN(C)S(=O)(=O)c2ccc(F)cc2)Oc2ccc(N(C)C)cc2C1=O	4.1
19	O=C(C[C@H]1C[C@@H]2c3cc(NC(=O)NC4CCCC4)ccc3O[C@@H]2[C@H](CO)O1)NCc1ccc(Oc2ccccc2)cc1	2.0
20	C[C@H]1CN([C@@H](C)CO)C(=O)Cc2cc(NC(=O)C3CC3)ccc2O[C@@H]1CN(C)S(=O)(=O)c1ccccc1	0.5
21	C[C@@H]1CN([C@H](C)CO)C(=O)c2cc(NC(=O)CCCN(C)C)ccc2O[C@@H](C)CCCCO[C@H]1CN(C)S(=O)(=O)c1cn(C)cn1	-1.9
22	COc1cccc(-c2ccc3n(c2=O)C[C@H]2[C@H](CO)[C@@H](C(=O)N4CCCCC4)N(C)[C@@H]32)c1	-1.9
23	COc1ccc(NC(=O)N[C@@H]2CC[C@@H](CCn3cc(-c4ccccc4)nn3)O[C@H]2CO)cc1	-1.2
24	C[C@H](CO)N1C[C@H](C)[C@H](CN(C)Cc2ccc(C(F)(F)F)cc2)OCCCC[C@H](C)Oc2ccc(NS(=O)(=O)c3ccc(F)cc3)cc2C1=O	0.1
25	C[C@@H]1CN([C@@H](C)CO)C(=O)c2cc(NC(=O)Nc3cccc4ccccc34)ccc2O[C@@H]1CN(C)S(C)(=O)=O	6.9
26	COc1ccc(S(=O)(=O)N2CC[C@H]3[C@H](CO)Nc4ccc(Br)cc4[C@H]32)cc1	5.6
27	Cc1ccc(S(=O)(=O)N(C)C[C@@H]2OCCCC[C@@H](C)Oc3ccc(NS(=O)(=O)c4ccccc4)cc3C(=O)N([C@H](C)CO)C[C@@H]2C)cc1	-0.8
28	Cc1ccc(S(=O)(=O)N(C)C[C@H]2Oc3c(NC(=O)c4cc(C)nn4C)cccc3C(=O)N([C@@H](C)CO)C[C@@H]2C)cc1	0.2
29	CC(C)NC(=O)Nc1ccc2c(c1)C(=O)N([C@@H](C)CO)C[C@H](C)[C@H](CN(C)S(=O)(=O)c1ccc(Cl)cc1)OCCCC[C@@H](C)O2	-0.1
30	COc1cccc(CNC(=O)[C@H]2[C@H](CO)[C@H]3Cn4c(cccc4=O)[C@@H]2N3C(=O)C2CC2)c1	-0.8
31	CC(=O)N(C)C[C@@H]1Oc2cc(-c3ccccc3)ccc2S(=O)(=O)N([C@H](C)CO)C[C@@H]1C	2.3
32	CO[C@H]1CN(C)C(=O)c2cc(NS(=O)(=O)CC(F)(F)F)ccc2OC[C@@H](C)N(Cc2ccccn2)C[C@@H]1C	-2.7
33	CO[C@@H]1CN(C)C(=O)c2cc(NS(=O)(=O)c3ccccc3)ccc2OC[C@@H](C)N(Cc2cccnc2)C[C@H]1C	-0.8
34	CCN1[C@H](C(=O)NCC(F)(F)F)[C@@H](CO)[C@@H]2Cn3c(ccc(-c4ccccc4)c3=O)[C@@H]21	0.8
35	CCC(=O)N(C)C[C@H]1Oc2cc(C#CCN(C)C)ccc2S(=O)(=O)N([C@H](C)CO)C[C@H]1C	1.1
36	C[C@H](CO)N1C[C@H](C)[C@H](CN(C)Cc2ccc(-c3ccccc3)cc2)Oc2ccc(NC(=O)NC3CCCCC3)cc2C1=O	-2.8
37	COc1ccc(S(=O)(=O)Nc2ccc3c(c2)C(=O)N([C@H](C)CO)C[C@@H](C)[C@@H](CN(C)Cc2ccccc2)OCCCC[C@H](C)O3)cc1	6.4
38	C[C@@H]1CCCCO[C@@H](CN(C)Cc2ccc(C(=O)O)cc2)[C@H](C)CN([C@@H](C)CO)C(=O)c2cc(NS(=O)(=O)c3ccc(Cl)cc3)ccc2O1	1.1
39	COCC(=O)Nc1ccc2c(c1)OC[C@@H](C)NC[C@@H](C)[C@@H](OC)CN(C)C2=O	-1.9
40	C[C@H]1CN([C@@H](C)CO)S(=O)(=O)c2ccc(-c3cccc(F)c3)cc2O[C@H]1CN(C)S(C)(=O)=O	-1.4
41	CCCNC(=O)[C@H]1[C@H](CO)[C@H]2Cn3c(cccc3=O)[C@@H]1N2C(=O)C1CCCC1	-0.9
42	Cc1noc(C)c1NC(=O)N(C)C[C@@H]1Oc2ccc(NS(C)(=O)=O)cc2C(=O)N([C@@H](C)CO)C[C@@H]1C	-2.6
43	O=C(C[C@@H]1CC[C@H](NC(=O)c2ccncc2)[C@H](CO)O1)Nc1ccccc1	-0.8
44	C[C@H](CO)N1C[C@H](C)[C@@H](CN(C)C(=O)Cc2cccnc2)Oc2ncc(-c3ccccc3)cc2C1=O	5.3
45	C[C@H]1CN([C@@H](C)CO)C(=O)Cc2cc(NS(=O)(=O)c3ccc(Cl)cc3)ccc2O[C@H]1CN(C)S(=O)(=O)c1cccs1	-2.0
46	CCC(=O)N1[C@H](CO)[C@H]2c3ccccc3N(S(=O)(=O)c3ccccc3F)C[C@H]21	2.9
47	CO[C@H]1CN(C)C(=O)c2cc(NC(=O)C3CCCC3)ccc2OC[C@H](C)N(CCC(F)(F)F)C[C@@H]1C	-1.9
48	C[C@@H]1CCCCO[C@@H](CN(C)Cc2ccncc2)[C@H](C)CN([C@@H](C)CO)C(=O)c2cc(NC(=O)c3ccncc3)ccc2O1	-0.4
49	CC(=O)N(C)C[C@@H]1Oc2cc(-c3ccccc3)ccc2S(=O)(=O)N([C@H](C)CO)C[C@H]1C	3.8
50	C[C@@H]1CCCCO[C@@H](CN(C)S(=O)(=O)c2ccc(F)cc2)[C@H](C)CN([C@@H](C)CO)C(=O)c2cc(NC(=O)Nc3cccc4ccccc34)ccc2O1	-2.0
51	CN1CCN(C(=O)C[C@@H]2C[C@@H]3c4cc(NC(=O)c5cccnc5)ccc4O[C@@H]3[C@@H](CO)O2)CC1	36.1
52	C[C@@H]1CN([C@@H](C)CO)C(=O)c2cc(C3=CCCC3)cnc2O[C@@H]1CN(C)S(C)(=O)=O	0.9
53	CN1C(=O)c2cc(NC(=O)Nc3cccc(Cl)c3)ccc2OC[C@@H]2O[C@H](CC(=O)NCCc3ccncc3)CC[C@H]21	-1.7
54	O=C(C[C@@H]1C[C@@H]2c3cc(NC(=O)Nc4ccccc4)ccc3O[C@@H]2[C@H](CO)O1)NCc1ccccn1	-3.5
55	COc1ccc(NC(=O)Nc2ccc3c(c2)[C@@H]2C[C@@H](CC(=O)NC4CCCCC4)O[C@@H](CO)[C@@H]2O3)cc1	0.4
56	CN1C[C@H]2[C@@H](c3ccccc31)[C@@H](CO)N2Cc1ccccc1	-2.7
57	O=C(C[C@H]1C=C[C@@H](NC(=O)Nc2cccc(F)c2)[C@@H](CO)O1)NCC1CCCCC1	3.1
58	CC(C)CC#Cc1cnc2c(c1)C(=O)N([C@@H](C)CO)C[C@H](C)[C@@H](CN(C)Cc1ccccc1C(=O)O)O2	-0.7
59	C[C@@H]1CN([C@@H](C)CO)S(=O)(=O)c2ccc(-c3ccncc3)cc2O[C@H]1CN(C)Cc1ccccc1	0.2
60	CNC(=O)C[C@H]1CC[C@H]2[C@@H](COc3ccc(NC(=O)c4cnccn4)cc3C(=O)N2C)O1	3.1
61	O=C(C[C@@H]1C[C@H]2c3cc(NC(=O)Nc4ccccc4F)ccc3O[C@H]2[C@H](CO)O1)NCc1ccccn1	-2.1
62	O=C(C[C@@H]1CC[C@H](NC(=O)C2CC2)[C@H](CO)O1)Nc1ccccc1	-0.6
63	C[C@@H]1CN([C@H](C)CO)C(=O)Cc2cc(NC(=O)C3CC3)ccc2O[C@H]1CN(C)C(=O)Nc1ccc2c(c1)OCO2	2.8
64	CC=Cc1ccc2n(c1=O)C[C@H]1[C@H](CO)[C@@H](C(=O)NCC3CC3)N(Cc3nccs3)[C@@H]21 (mixture of isomers)	-1.8
65	COc1cccc(S(=O)(=O)N(C)C[C@@H]2Oc3cc(C4=CCCCC4)ccc3S(=O)(=O)N([C@@H](C)CO)C[C@@H]2C)c1	-2.3
66	C[C@@H]1CN([C@H](C)CO)C(=O)c2cc(NS(=O)(=O)c3ccc(F)cc3)ccc2O[C@@H]1CN(C)Cc1ccncc1	4.4
67	C[C@H]1CN([C@@H](C)CO)C(=O)Cc2cc(NC(=O)C3CC3)ccc2O[C@H]1CN(C)CC1CCCCC1	2.2
68	CCCN1C[C@@H](C)[C@H](OC)CN(C)C(=O)c2cc(NC(=O)C3CC3)ccc2OC[C@H]1C	2.6
69	Cc1noc(C)c1S(=O)(=O)N(C)C[C@H]1OCc2cn(nn2)CCCC(=O)N([C@H](C)CO)C[C@H]1C	-1.6
70	CN1c2ccc(-c3ccccc3)cc2[C@@H]2[C@@H](CCN2C(=O)Cc2ccccn2)[C@@H]1CO	7.9
71	CCNC(=O)C[C@H]1CC[C@H]2[C@@H](COC[C@@H](O)CN2C(=O)c2cccnc2)O1	-1.1
72	CN1C(=O)c2cc(NC(=O)c3cccc(C(F)(F)F)c3)ccc2OC[C@@H]2O[C@@H](CC(=O)NCCN3CCCC3)CC[C@H]21	7.6

Additional compounds:
#	compound	BioA inh
73	COC(=O)[C@@H]1[C@@H](CO)[C@@H]2Cn3c(ccc(-c4ccccc4F)c3=O)[C@H]1N2Cc1ccncc1	-0.6
74	CO[C@@H](CN(C)S(=O)(=O)c1ccc(Cl)cc1)[C@@H](C)CN(Cc1ccccc1Cl)[C@@H](C)CO	-1.6
75	O=S(=O)(Cc1ccccc1)N1CCCCN2[C@H](CO)[C@H](c3ccc(-c4ccccc4)cc3)[C@@H]2C1	0.4
76	Cc1noc(C)c1NC(=O)Nc1ccc2c(c1)C(=O)N([C@H](C)CO)C[C@@H](C)[C@H](CN(C)C)OCCCC[C@@H](C)O2	-1.0
77	CC=Cc1ccc2n(c1=O)C[C@H]1[C@H](CO)[C@@H](C(=O)NCc3ccccc3F)N(CC)[C@@H]21 (mixture of isomers)	1.6
78	O=C(C[C@H]1CC[C@@H]2[C@H](COC[C@H](O)CN2Cc2cc(F)ccc2F)O1)NCc1ccc(Cl)cc1	5.1
79	O=C(C[C@H]1CC[C@@H](NC(=O)c2cccc(F)c2)[C@@H](CO)O1)NCc1ccccc1	1.7
80	CC(=O)N(C)C[C@@H]1Oc2ncc(C#Cc3ccccn3)cc2C(=O)N([C@H](C)CO)C[C@H]1C	-5.0

Assay outcomes deposited in PubChem by Broad Institute.

An excerpt, so the mix of outcomes need not match the whole.
